# Compound activity from PubChem.
# EP2 antag = blocks the human prostaglandin E2 receptor EP2 | P43116 | inhibition, % at 25 µM | 0.52% of 260,000 active | C6 glioma cells expressing human EP2, cAMP TR-FRET; cells stimulated with saturating PGE2;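 active = percent inhibition above 40 after rounding to a whole number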;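 also: rat C6 glioma host cells with rolipram phosphodiesterase inhibitor present; the protocol text gives 20 µM as final concentration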
# zVAD death inh = L929 zVAD cell death inhibition | L929 zVAD necroptosis rescue, ATP luminescence, 24 h; with zVAD 60 µM | viability rescue, % at 10 µM | 0.38% of 220,000 active | AID 1377;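 active = activation, scaled between plate controls, above about 75%, limit read from the data; inactive = activation under that limit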;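 also: 0% = zVAD with DMSO and 100% = DMSO alone without zVAD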
# Rad51 HR inh = blocks human Rad51 in homologous recombination; Q06609; hRad51 DNA strand exchange, fluorescence dequenching; inhibition, % at 10 µM; 0.085% of 200,000 active;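 active = inhibition above 40% at the single screening dose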;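 also: 0% = DMSO control wells and 100% = blanks with heterologous ssDNA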
#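 Material: hRad51 filaments on single-stranded DNA; Reagent: Donor/quencher-labelled 47-bp dsDNA substrate; Compound: 10 µM final, single point; Schedule: 37 °C 15-min filament assembly, 30-min compound preincubation, 15-min exchange; Technique: FRET fluorescence, excitation 485 nm, emission 520 nm; Benchmarks: control wells and blank wells on each plate.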
# 14-3-3 Bad PPI = disrupts binding of bovine 14-3-3 zeta to phospho-Bad peptide. AID 781. inhibition, % at 21.7 µM. TR-FRET 14-3-3zeta/Dy647-pBad peptide displacement, 1 h. P63103. 0.71% of 220,000 active;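 active = inhibition above about 70%, limit read from the data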;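 also: 0% = full 14-3-3 plus peptide FRET controls and 100% = background without 14-3-3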
# Hck Nef HTS = human Hck-Nef kinase inhibition. AID 463187. 0.68% of 220,000 active. inhibition, % at 20 µM. Recombinant Hck-YEEI plus Nef, Z-Lyte FRET kinase assay. P08631;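 active = Hck-Nef kinase inhibition above about 50%, limit read from the data; inactive = inhibition below that limit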;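 also: 0% = DMSO with Hck plus Nef and 100% = Hck alone without Nef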
# eIF4E 4G PPI = blocks eIF4E binding to eIF4G | TR-FRET eIF4E-eIF4GI(517-606) binding, 2 h | 0.37% of 220,000 active | P63073+Q04637 | inhibition, % at 21.7 µM | AID 782;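 active = inhibition above about 30%, limit read from the data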;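 also: 0% = full FRET control wells and 100% = background wells lacking eIF4GI fragment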
# Calpain2 inh = blocks pig calpain II enzyme activity; purified calpain II, fluorogenic peptide substrate, 30 min; inhibition, % at 16 µM; 0.37% of 220,000 active; AID 1236;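 active = inhibition above about 50%, limit read from the data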
# TbHK1 inh = blocks Trypanosoma brucei hexokinase 1 activity | recombinant TbHK1, G6PDH-coupled NADH A340 | inhibition, % at 10 µM | 0.11% of 220,000 active | AID 1430;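 active = inhibition of 50% or more in the single-dose primary screen; inactive = inhibition below 50%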
# EP2 mod = EP2 receptor (human) modulation; induction, % at 25 µM; 0.83% of 260,000 active; EP2-expressing cells, cAMP HTRF FRET, PGE2 co-stimulation; P43116;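 active = compounds whose cAMP rise, as percent of the full-agonist control response, exceeds 60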;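 also: rat C6 glioma line stably carrying human EP2 under a CMV promoter; the protocol text gives 20 µM as final concentration; 100% = response of wells given 1 µM PGE2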
# Active calls of the source: *; / = not tested or not shown; & = joins results of further samples; [ ] = remark or other dose. Only part of the results is shown. The share of hits here may be higher or lower than overall.
1. O=C(NC1CCS(=O)(=O)C1)/C(=C\c1ccco1)NC(=O)c1ccccc1 (stereo not drawn)
2. CCn1nnc(NC(=S)NC(=O)c2ccc(-c3cccc(Cl)c3)o2)n1
3. CCOC(=O)c1ccc(NC(=O)c2ccc(OC(C)C)c(OC)c2)cc1
4. CC1=C(C(=O)Nc2ccccc2)C(c2ccco2)NC(=O)N1 (stereo not drawn)
5. CCC1(C)Cc2c(C#N)c(N)n(-c3ccccc3)c(=O)c2CO1 (stereo not drawn)
screen / no.,1,2,3,4,5
EP2 antag,4,16,13,5,1
zVAD death inh,0.8,-0.4,20,-0.3,0.4
Rad51 HR inh,11,/,5,-7,4
14-3-3 Bad PPI,-4,-21,-6,-2[fluorescence artefact?],0[fluorescence artefact?]
Hck Nef HTS,19,17,7,20,1
eIF4E 4G PPI,1,-9,-3,6,2
Calpain2 inh,2,8,5,-17,20
TbHK1 inh,-22,-8,6,48,-8
EP2 mod,-2,-37,-20,20,10

# An excerpt from further up, as a working copy:
2. CCn1nnc(NC(=S)NC(=O)c2ccc(-c3cccc(Cl)c3)o2)n1
3. CCOC(=O)c1ccc(NC(=O)c2ccc(OC(C)C)c(OC)c2)cc1
4. CC1=C(C(=O)Nc2ccccc2)C(c2ccco2)NC(=O)N1 (stereo not drawn)
screen / no.,2,3,4
EP2 antag,16,13,5
zVAD death inh,-0.4,20,-0.3
Rad51 HR inh,/,5,-7
14-3-3 Bad PPI,-21,-6,-2[fluorescence artefact?]
Hck Nef HTS,17,7,20
eIF4E 4G PPI,-9,-3,6
Calpain2 inh,8,5,-17
TbHK1 inh,-8,6,48
EP2 mod,-37,-20,20

# (listing goes on)
6. CC(Nc1cccnc1)=C(C#N)C#N
7. O=C(Nc1ccc2oc(-c3ccc4ccccc4c3)nc2c1)c1ccc2c(c1)OCCO2
8. CC(C)Oc1ccc2c(=O)c(-c3ccccc3)coc2c1
9. COc1cccc(NC(=O)Cn2c(CCC(=O)O)ccc2-c2cccs2)c1
10. Cc1nnc(SCC(=O)N2c3ccccc3C(C)(c3ccccc3)CC2(C)C)s1 (stereo not drawn)
screen / no.,6,7,8,9,10
EP2 antag,7,6,16,7,2
zVAD death inh,1.8,1.0,4.3,4.9,-0.1
Rad51 HR inh,17,5,3,-1,5
14-3-3 Bad PPI,-13,51,-9&-4,-6,-14
Hck Nef HTS,22,1,-3,21,5
eIF4E 4G PPI,5,-4,-1&3,0,7[fluorescence artefact?]
Calpain2 inh,-25,-10,8&-9,-34,16
TbHK1 inh,-2,8,0,-5,7
EP2 mod,4,-10,-7,4,67*

11. Cc1nn(CC#N)c(=O)n1-c1ccccc1F
12. CCOc1ccc(OCC)c(-c2c(=O)n(OCc3ccc(C(C)(C)C)cc3)c3ccccc3[n+]2[O-])c1
13. Cc1ccccc1CC1(CO)CCCN(C(=O)c2cccc(Cl)c2)C1 (stereo not drawn)
14. CCOC(=O)C1(CC/C(C)=N\NC(N)=O)CC(C)OC1=O (stereo not drawn)
15. CCN(C(=O)c1cccc(Br)c1)c1ccccc1
screen / no.,11,12,13,14,15
EP2 antag,27,6,12,7,0
zVAD death inh,1.1,0.4,10,-0.1,-0.1
Rad51 HR inh,3,-1,5,10,5
14-3-3 Bad PPI,5,-1,-4,-10[fluorescence artefact?],-13
Hck Nef HTS,1,-1,24,-1,3
eIF4E 4G PPI,3,3,1,5,12
Calpain2 inh,0,-6,-3,-1,16
TbHK1 inh,-4,-12,-4,-11,-2
EP2 mod,-3,30,-42,30,17

16. CCc1ccc(O)c(N=Cc2cccc(C)c2O)c1
17. c1ccc(OCCCc2nc(-c3ccccn3)no2)cc1
18. COc1ccc(-c2c3c(=O)n(C)c(=O)n(C)c3cn2-c2cccc(OC)c2)cc1
19. CN1c2ccccc2C(C)(C)C12CC(c1ccc(S(=O)(=O)N3CCCCC3)cc1)=NO2 (stereo not drawn)
20. N#CC1=C(N)OC2=C(CCc3ccccc32)C1c1ccccc1Cl (stereo not drawn)
screen / no.,16,17,18,19,20
EP2 antag,8,15,24,4,4
zVAD death inh,0.6,0.2,-0.1,1.3,-0.8
Rad51 HR inh,-9,3,-1,2,/
14-3-3 Bad PPI,2,-12,-8,-29,-2[fluorescence artefact?]
Hck Nef HTS,1,-1,0,5,1
eIF4E 4G PPI,5,-1,-2,8,3[fluorescence artefact?]
Calpain2 inh,-9,-23,-37,-25,19
TbHK1 inh,0,1,-4,7,12
EP2 mod,51,1,22,5,38

21. COc1ccc(/C=N/NC(=S)SC)cc1OC
22. CC(=O)Nc1nnc(COc2ccc(Cl)cc2)s1
23. Cc1ccc(CNC(=O)C2C3C=CC(C3)C2C(=O)O)cc1 (stereo not drawn)
24. COc1cccc(C(=O)NCc2cn3ccsc3n2)c1
25. O=C(CN(CCO)c1ccccc1)Nc1ccc(Cl)c(S(=O)(=O)N2CCOCC2)c1
screen / no.,21,22,23,24,25
EP2 antag,3,3,5,9,4
zVAD death inh,-0.3,1.5,3.9,2.0,-0.7
Rad51 HR inh,-18,5,-6,-8,/
14-3-3 Bad PPI,-25,-14,2[fluorescence artefact?],1,-4
Hck Nef HTS,25,24,11,6,22
eIF4E 4G PPI,-3,22,2,-1,0
Calpain2 inh,-9,24,5,-3,-1
TbHK1 inh,-24,2,3,-3,1
EP2 mod,-18,-36,6,-11,-34

26. Cc1ccc(-c2cc(C(F)(F)F)n3nc(C(=O)Nc4c(C)n(C)n(-c5ccccc5)c4=O)cc3n2)cc1
27. O=C(CCSCCc1ccccn1)Nc1nccs1
28. Cc1nc(CC(=O)Nc2nc(-c3ccccc3)cs2)cs1
29. Fc1ccc(Cn2cnc3ccccc32)cc1
30. COC(=O)c1ccc(S(=O)(=O)NCc2ccc(S(N)(=O)=O)cc2)n1C
screen / no.,26,27,28,29,30
EP2 antag,7,14,8,14,12
zVAD death inh,-0.6,1.6,0.2,-0.4,-0.3
Rad51 HR inh,6,1,-4,-4,-33
14-3-3 Bad PPI,-8,12,-17,0[fluorescence artefact?],13
Hck Nef HTS,0,8,0,0,5
eIF4E 4G PPI,5,-4,1,0[fluorescence artefact?],2
Calpain2 inh,-10,-24,-25,7,7
TbHK1 inh,-5,8,1,-5,-9
EP2 mod,22,9,-42,-11,-13

31. CCCc1cc(=O)n2[nH]c(NCc3ccc(OC)c(OC)c3)nc2n1
32. C=CCSc1nc2sc(-c3ccccc3)cc2c(=O)n1N
33. O=C(Cc1cccs1)N1CCN=C1SCc1ccccc1Cl
34. CS(=O)(=O)Nc1ccc(C(=O)NCc2ccco2)cc1
35. NS(=O)(=O)c1ccc(CNC(=O)CC23CC4CC(CC(C4)C2)C3)cc1
screen / no.,31,32,33,34,35
EP2 antag,8,18,5,2,/
zVAD death inh,0.2,0.3,12,/,0.3
Rad51 HR inh,-1,-2,4,2,/
14-3-3 Bad PPI,-18,3,-5,-7,7
Hck Nef HTS,-3,2,12,-10,7
eIF4E 4G PPI,-1,1[fluorescence artefact?],0,3[fluorescence artefact?],2
Calpain2 inh,-15,-27,21,0,-25
TbHK1 inh,1,-8,1,4,6
EP2 mod,30,18,13,-8,1

36. Nc1ccc2nc(SCc3ccc([N+](=O)[O-])cc3)sc2c1
37. CCSc1nnc(NC(=O)c2nc3nc(C)cc(C)n3n2)s1
38. Cc1cc(C)c(S(=O)(=O)ON2C(=O)c3ccccc3C2=O)cc1C
39. Cc1nnc2ccc(N3CCOCC3)nn12
40. CCOC(=O)N1CCN(C(=O)c2cnn3c(C(F)(F)F)cc(-c4cccs4)nc23)CC1
screen / no.,36,37,38,39,40
EP2 antag,/,5,11,3,17
zVAD death inh,-0.1,-0.2,-0.1,0.5,0.6
Rad51 HR inh,/,-24,0,0,6
14-3-3 Bad PPI,3,-6,3,-9,-1
Hck Nef HTS,-1,4,-2,0,-21
eIF4E 4G PPI,17,1,12,0,2
Calpain2 inh,-14,-19,13,11,-194
TbHK1 inh,-7,-29,-1,-2,-19
EP2 mod,-24,15,-14,4,-18

41. CN1CCN(C(=O)c2cnn(-c3ccccc3)c2NC(=O)c2cccs2)CC1
42. COc1c(F)c(F)c(C(=O)Nc2cccc(Cl)c2N2CCOCC2)c(F)c1F
43. CCN1CCN(C(=O)c2ccc(-c3nc4ccccc4s3)s2)CC1
44. COc1ccc(-n2cc(CNCC3CCOCC3)c(-c3cccc(F)c3)n2)cc1
45. COCCNC(=S)N1CCC(c2nc(-c3ccc(N(C)C)cc3)no2)CC1
46. Cc1ccc(S(=O)(=O)n2ccc(OC(=O)c3cccs3)n2)cc1
47. CC(C)(C)[C@@H]1C=C(C(=O)N2CCN(Cc3ccc4c(c3)OCO4)CC2)O[C@H](OCc2ccc(CO)cc2)C1
48. CCN(CC)CCn1c(=N)n(CCO)c2ccccc21
screen / no.,41,42,43,44,45,46,47,48
EP2 antag,8,12,7,4,25&1,4,15,8
zVAD death inh,1.5,0.6,9.8,1.5,3.2,0.5,-1.0,0.7
Rad51 HR inh,-8,-7,6,8,22,9,1,/
14-3-3 Bad PPI,-7,6,-4,-5,-12,-2,-9,-5
Hck Nef HTS,-4,1,22,24,7,-175,-4,2
eIF4E 4G PPI,2,-2,2,-1,1,1,-3,0
Calpain2 inh,17,-4,-147,-26,13,22,37,-35
TbHK1 inh,2,-5,-36,6,-12,0,-13,3
EP2 mod,10,-7,-74,-51,-49&-16,1,-1,12

# Compound profiles (already shown). Screens in order: EP2 antag	zVAD death inh	Rad51 HR inh	14-3-3 Bad PPI	Hck Nef HTS	eIF4E 4G PPI	Calpain2 inh	TbHK1 inh	EP2 mod
# Results for Cc1ccc(S(=O)(=O)n2ccc(OC(=O)c3cccs3)n2)cc1 = 4	0.5	9	-2	-175	1	22	0	1
# Results for COc1ccc(-n2cc(CNCC3CCOCC3)c(-c3cccc(F)c3)n2)cc1 = 4	1.5	8	-5	24	-1	-26	6	-51
# Results for CCN(CC)CCn1c(=N)n(CCO)c2ccccc21 = 8	0.7	/	-5	2	0	-35	3	12
# Results for CCN1CCN(C(=O)c2ccc(-c3nc4ccccc4s3)s2)CC1 = 7	9.8	6	-4	22	2	-147	-36	-74
# Results for COc1c(F)c(F)c(C(=O)Nc2cccc(Cl)c2N2CCOCC2)c(F)c1F = 12	0.6	-7	6	1	-2	-4	-5	-7
